# Screening data deposited in PubChem BioAssay by Sanford-Burnham Center for Chemical Genomics.
# IAP activation: activators of mouse IAP, confirmation, biochemical, luminescence, single concentration (AID 434970); purified mouse IAP, CDP-Star luminescence, 30 min; hits give low values; activity change, negative = activation, % at 10 µM; 11,000 compounds, 2.9% hits; in the data active = activity change below about -85%;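 note: percent relative to enzyme plus DMSO wells and wells without enzyme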
# IAP activation Fold change: further read-out of IAP activation, marked with its call; activation factor; measured here: IAP activation factor; hits give high values;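 fold luminescence change scaled to plate control wells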
# * hit, by the source's call.
IAP activation,IAP activation Fold change,mol
-59.8,1.6,COc1ccc(C2CC(c3ccc(Cl)cc3)=NN2c2ccc(S(N)(=O)=O)cc2)cc1 (configuration not stated)
26.2,0.738,COc1cc(C)c2c(c1C=O)Oc1c(c(C)c(O)c3c1C(O)OC3=O)OC2=O (configuration not stated)
7.2,0.928,N#C/C(=N\Nc1ccccc1F)C(=N)N1CCCCC1
-5.1,1.05,Cc1ccc(-n2nnnc2-c2cnc(N3CCCC3)nc2C(F)(F)F)cc1
1.1,0.989,CC(C)C(=O)c1cn(CC(=O)NCC2CCCO2)c2ccccc12 (configuration not stated)
-29.9,1.3,Cc1cccc(NC(=S)NCC(C)CSc2ccc(Cl)cc2)c1 (configuration not stated)
6.2,0.938,COC(=O)/C(C#N)=C1/C=Cc2ccccc2N1C
10.8,0.891,CCCCn1c(=NC(=O)c2ccco2)c(C(=O)OCC)cc2c(=O)n3ccccc3nc21

# Record cards, from the list above. Values in the order: IAP activation | IAP activation Fold change
# COc1cc(C)c2c(c1C=O)Oc1c(c(C)c(O)c3c1C(O)OC3=O)OC2=O (configuration not stated) reads 26.2 | 0.738
# Cc1ccc(-n2nnnc2-c2cnc(N3CCCC3)nc2C(F)(F)F)cc1 reads -5.1 | 1.05
# COC(=O)/C(C#N)=C1/C=Cc2ccccc2N1C reads 6.2 | 0.938
# N#C/C(=N\Nc1ccccc1F)C(=N)N1CCCCC1 reads 7.2 | 0.928
# COc1ccc(C2CC(c3ccc(Cl)cc3)=NN2c2ccc(S(N)(=O)=O)cc2)cc1 (configuration not stated) reads -59.8 | 1.6

# (more compounds)
IAP activation,IAP activation Fold change,mol
-3.2,1.03,Cc1ccc(-c2nnc(SCC(=O)NNC(=O)COc3cccc4ccccc34)n2C)cc1
-1.0,1.01,O=C(Nc1ccc(Br)c(Cl)c1)C1CC1
-90.1,1.9,CC(C)C1O/C(=N/C(=O)Nc2ccc(Cl)c(Cl)c2)NC1=O (configuration not stated)
-2.8,1.03,CCN(CC)C(=O)[C@H]1C[C@H](CC(=O)NCc2cccc(C(F)(F)F)c2)C(=O)N2CCc3c([nH]c4cc(CCC(=O)N(C)C)ccc34)[C@]12C
46.9,0.531,S=c1[nH]nc(-c2cc(-c3ccccc3)n[nH]2)n1/N=C/C=C/c1ccco1
1.2,0.987,CCCCC(=O)Nc1sc(C(=O)N(CC)CC)c(C)c1C(=O)OC
2.2,0.978,O=C(Nc1ccc(S(=O)(=O)N2CCCCCC2)cc1)c1ccco1
48.8,0.512,CC(=O)Nc1ccc(S(=O)(=O)/N=C2/NC(=O)/C(=C\c3ccco3)S2)cc1

IAP activation,IAP activation Fold change,mol
-3.7,1.04,Cc1nc2ccc(Cl)cc2c(-c2ccccc2Cl)c1CC(=O)O
5.4,0.946,O=C(c1cnc(N2CCN(c3ncccn3)CC2)c2ccccc12)N1CCN(c2ccccn2)CC1
7.3,0.927,COc1cc(OC)c2c(-c3cccc(-c4ccc(OC)c(OC)c4)c3)cc(=O)oc2c1
5.2,0.948,CC(C)N(Cc1ccccc1)S(=O)(=O)N(C)C
-0.6,1.01,COc1ccc2c(-c3ccc(OCCN4CCCCC4)cc3)c(-c3ccccc3OC)sc2c1
6.5,0.934,CN(C)C(=O)CCc1ccc2c3c([nH]c2c1)[C@]1(CCC2CCCC2)[C@@H](C(=O)N2CCOCC2)C[C@H](CC(=O)NCC24CC5CC(CC(C5)C2)C4)C(=O)N1CC3
1.2,0.987,CCCCN(C(=O)CNC(=O)c1ccco1)C(C(=O)NC1CCCC1)c1ccc(OC)cc1 (configuration not stated)
4.8,0.952,CC(C)(C)OC(=O)N1CC(O)CC1C(=O)OCC(=O)c1ccccc1 (configuration not stated)

IAP activation,IAP activation Fold change,mol
-9.8,1.1,Cc1nn(C)c(C)c1/C=C/C(=O)c1cccs1
-8.4,1.08,O=C(COC(=O)COc1ccccc1Cl)Nc1ccccc1OC(F)F
-11.0,1.11,CN(C)C(C(=O)NC1CCCCC1)c1ccc(Cl)cc1 (configuration not stated)
-20.5,1.21,O=C(CNC1CCCCCC1)c1cccs1
-8.6,1.09,COC(=O)c1cn(NC(=O)c2cnccn2)c(=O)c2ccccc12
-6.6,1.07,CCc1ccc2nc(SCC(=O)N3CC(=O)Nc4ccccc43)c(C#N)cc2c1
1.2,0.988,CC(C)OC(=O)c1cccc(NC(=O)c2ccccc2)c1
-11.3,1.11,COc1ccc(CNc2ccc(C)cc2)cc1Br

IAP activation,IAP activation Fold change,mol
-4.3,1.04,CCc1ccccc1NS(=O)(=O)c1ccc2[nH]cc(C(=O)NCC3CCCO3)c(=O)c2c1 (configuration not stated)
9.4,0.906,CC(C)n1c(-c2cccnc2)nc2cnccc21
5.5,0.945,CCOCc1nnc(NC(=O)c2ccc(OC)cc2)s1
-7.1,1.07,CC[C@H]1C(O)C[C@H]2CCN3C(=O)CCC[C@H]1[C@H]23 (some centres not stated)
-5.2,1.05,COc1ccc2[nH]c3c(c2c1)CCN1C(=O)C(CC(=O)NCCCN(C)C)C[C@H](C(=O)N2CCOCC2)[C@@]31CCC1CCCC1 (some centres not stated)
-6.0,1.06,O=C(NCc1ccc2c(c1)OCO2)c1ccc2c(=O)n(C3CCCC3)c(=O)[nH]c2c1
4.9,0.951,COc1ccc(OCc2ccc(C(=O)O)cc2)cc1
2.0,0.98,O=C1CCN(S(=O)(=O)c2ccccc2)C2CCCCC12 (configuration not stated)

IAP activation,IAP activation Fold change,mol
2.4,0.976,CCOC(=O)N1CCC(NC(=O)c2cc3c(-c4cccc(OC)c4)nn(C)c3s2)CC1
4.5,0.956,CCCn1c(SCC(=O)N2c3ccc(F)cc3CCC2C)nnc1-c1ccccn1 (configuration not stated)
21.1,0.789,O=C(N/N=C/c1ccc(-c2ccccc2[N+](=O)[O-])o1)c1cccnc1
4.8,0.952,CCOCCCNC(=O)C(NC(=O)CNC(C)=O)c1ccc(C)cc1 (configuration not stated)
-1.6,1.02,CCOC(=O)N1CCN(C(=O)Nc2ccc(Cl)cc2Cl)CC1
-5.8,1.06,CN(C)S(=O)(=O)n1cnc(-c2ccccc2)c1-c1ccccc1
-13.9,1.14,CC(C)N(C(=O)[C@H]1C[C@H](CC(=O)NCc2cccc(C(F)(F)F)c2)C(=O)N2CCc3c([nH]c4ccc(Cl)cc34)[C@]12C)C(C)C
2.0,0.98,COc1cccc(-n2nnnc2SCC(=O)NC2CCCC2)c1

IAP activation,IAP activation Fold change,mol
0.5,0.994,Cn1c(SCC(=O)Nc2ccc(NC(=O)c3cccs3)cc2)nnc1-c1ccncc1
2.7,0.973,COc1ccccc1OCCSc1nc(N)cc(N)n1
8.2,0.918,CCOc1cc(CNc2ccccc2)cc(Br)c1OCc1ccccc1F
-3.0,1.03,O=C(CSc1nc2c(c(=O)n1-c1ccc(Cl)cc1)SCC2)NCc1ccco1
3.5,0.965,O=C1CSC(c2ccccc2)N1CC12CC3CC(CC(O)(C3)C1)C2 (configuration not stated)
5.2,0.948,CCOc1ccc(OCC)c(C2C(C#N)=C(N)N(c3cccnc3)C3=C2C(=O)CC(C)(C)C3)c1 (configuration not stated)
2.2,0.978,COc1ccccc1N(CC(=O)NC1CCCC1)C(=O)c1csnn1
1.2,0.987,Cc1ccc2c(c1)cc(CN(Cc1ccc3c(c1)OCO3)C(=O)c1cnccn1)c1nnnn12

# Given tab-delimited: 3 of the compounds above.
canonical_smiles	IAP activation	IAP activation Fold change
CN(C)C(C(=O)NC1CCCCC1)c1ccc(Cl)cc1 (configuration not stated)	-11.0	1.11
O=C(CNC1CCCCCC1)c1cccs1	-20.5	1.21
COC(=O)c1cn(NC(=O)c2cnccn2)c(=O)c2ccccc12	-8.6	1.09

# Remaining list, next part:
IAP activation,IAP activation Fold change,mol
-2.4,1.02,CCOC(=O)CCCCC(=O)c1[nH]c(=O)[nH]c1Cn1ccnc1
-13.6,1.14,O=C(C1CCN(Cc2ccc(OCc3ccccc3)cc2)CC1)N1CCCC1
-1.1,1.01,Cc1cccc(NS(=O)(=O)c2ccc(C3CCCCC3)cc2)c1
-51.8,1.52,CC1CCCCC1NC(=S)Nc1ccc(SC(F)F)cc1 (configuration not stated)
1.2,0.987,NC(=O)c1cccnc1Oc1cccc(Cl)c1
6.5,0.935,COc1ccc(C2(C(=O)Nc3ccc(C(=O)O)cc3)CCOCC2)cc1
-7.0,1.07,Cc1nc(NC(=O)C2CCCCC2)sc1C
6.6,0.934,Cc1cccc(N(CC(=O)NC2CCCC2)C(=O)c2c(C)noc2C)c1

IAP activation,IAP activation Fold change,mol
3.0,0.969,O=S(=O)(c1cccs1)N1CCCc2cccc(O)c21
14.6,0.855,CCn1c2ccccc2c2cc(NC(=O)c3ccc(Br)o3)ccc21
13.9,0.861,CC1CC=C2C(C#N)=C(N)C(C#N)(C#N)C(c3cccs3)C2C1 (configuration not stated)
-2.6,1.03,C=CCC1(O)C(=O)N2C(=C1C(=O)OCC)c1ccc3ccccc3c1CC2(C)C (configuration not stated)
-13.8,1.14,Cc1ccc(N2CC(C(N)=O)CC2=O)cc1C (configuration not stated)
3.3,0.967,COc1ccc(-c2cccc(-c3cc(=O)oc4cc(OC)cc(OC)c34)c2)cc1
10.3,0.897,COc1ccc(NC(=O)Cc2ccccc2)cc1
0.7,0.993,Cc1cccc(NC(=O)c2ccccc2[N+](=O)[O-])n1

IAP activation,IAP activation Fold change,mol
-0.8,1.01,CC1CN(c2nc3c(c(=O)n(Cc4ccc(Cl)c(Cl)c4)c(=O)n3C)n2C)CC(C)O1 (configuration not stated)
-7.5,1.08,COc1ccc(N2CCN(Cc3nc(N)nc(N4CCCc5ccccc54)n3)CC2)cc1
8.6,0.914,CCC1=NN=C(c2ccc(F)cc2)C(c2c[nH]c3ccccc23)N1O (configuration not stated)
9.2,0.907,C[C@@H](N)C(=O)NC[C@H]1O[C@@H](n2cnc3c(N)ncnc32)[C@H](O)[C@@H]1O
-2.7,1.03,CCOC(=O)c1cccc(NS(=O)(=O)c2cnc[nH]2)c1
4.4,0.956,CCC(=O)N1CCc2cc(S(=O)(=O)NCCC(=O)NC3CCCc4ccccc43)ccc21 (configuration not stated)
8.3,0.917,CC(C)(C)NC(=O)C(c1ccncc1)N(Cc1cccs1)C(=O)Cn1nnc(-c2ccc(F)cc2)n1 (configuration not stated)
6.0,0.94,O=C(CCn1c(=O)c2sccc2n(CC(=O)OCc2ccccc2)c1=O)NCc1ccccc1

IAP activation,IAP activation Fold change,mol
13.3,0.867,Cc1cc(C)nc(SCC(=O)c2ccc([N+](=O)[O-])cc2)n1
4.6,0.954,CCc1c(C)c2nncn2[nH]c1=O
-13.8,1.14,CCOC(=O)CSc1nnc(CNC(=O)c2ccc(OC)cc2)n1Cc1ccccc1
-252.4*,3.52*,CCCCCOc1ccc(C(=O)CCC(=O)NNC(=O)c2ccncc2)cc1
7.8,0.922,O=C(CN1C(=O)CSC1=O)NCc1ccccc1
1.8,0.982,CCOC(=O)C1=C(C)NC(SC)=NC1c1ccccc1 (configuration not stated)
-3.8,1.04,CCOC(=O)C1=CN(CC)S(=O)(=O)NC1c1ccccc1 (configuration not stated)
-3.5,1.04,CCOC(=O)Cn1c(CN(C)Cc2ccccc2)nc2c1c(=O)n(C)c(=O)n2C

IAP activation,IAP activation Fold change,mol
4.1,0.959,O=C(CC(Nc1ccc(F)cc1)C(=O)O)c1ccccc1 (configuration not stated)
-183.1*,2.83*,C#CCOCCOCCOCCNc1nc(N2CCN(C(=O)CCCCCCCCCCNC(=O)[C@H](CO)n3cc(CCCSC)nn3)CC2)nc(N2CCN(C(=O)CCCCCCCCCCNC(=O)[C@H](CCCCN)n3cc(C[C@@H](C)CC)nn3)CC2)n1
-3.9,1.04,CCOC(=O)CNC(=O)C(CC(C)C)NC(=O)C1CCCCC1 (configuration not stated)
-5.3,1.05,CC(C)(C)C(=O)Nc1ccccc1N1CCN(C(=O)c2ccc(Cl)cc2)CC1
8.1,0.919,CCOc1ccccc1CNC(=O)CCNC(=O)Cn1ccc2ccccc2c1=O
70.8,0.292,O=C1/C(=C/c2ccco2)SC(=S)N1C1CCS(=O)(=O)C1 (configuration not stated)
-5.5,1.06,Cn1c(=O)n(CCC(=O)O)c2ccccc21
-24.9,1.25,CN(C)C(=O)CCc1ccc2c3c([nH]c2c1)[C@]1(C)[C@@H](C(=O)N2CCCCC2)C[C@H](CC(=O)NCC24CC5CC(CC(C5)C2)C4)C(=O)N1CC3

IAP activation,IAP activation Fold change,mol
-3.0,1.03,CN(C)CCCNC(=O)C[C@H]1C[C@H](C(=O)N2CCCCC2)[C@@]2(C)c3[nH]c4cc(-c5ccco5)ccc4c3CCN2C1=O
8.8,0.912,Cn1nc(C(=O)Nc2c(-c3ccccc3)nc3sccn23)c2ccccc2c1=O
-2.4,1.02,O=S(=O)(NCc1ccccc1)c1ccc2c(c1)OCCO2
-2.5,1.02,COc1ccc(-c2noc(CCC(=O)N3CCN(c4ccccc4)CC3)n2)cc1
-2.0,1.02,O=S(=O)(c1ccc(Cl)cc1)n1nnc2ccccc21
0.2,0.998,CC(O)CNc1ncnc2nc[nH]c12 (configuration not stated)
8.1,0.919,CC(C)CC(C(=O)NC1CCCC1)N(Cc1cccs1)C(=O)c1snc(C(N)=O)c1N (configuration not stated)
2.5,0.975,CNc1nc(C)c(C#N)cc1C(C)=O

IAP activation,IAP activation Fold change,mol
0.8,0.992,COc1ccc(-c2nc3cc(C)ccn3c2NCC2CCCO2)cc1OC (configuration not stated)
6.7,0.933,O=C1CC(Nc2ccc3ccccc3c2)C(=O)N1Cc1ccccc1 (configuration not stated)
9.8,0.902,COc1ccc(S(=O)(=O)NCCc2ccccc2)cc1
-3.5,1.03,O=C(Oc1cccc(Br)c1)c1cccnc1
-0.8,1.01,COc1ccc(-c2noc(CCC(=O)N3CCN(c4cccc(OC)c4)CC3)n2)cc1
10.2,0.898,Cc1c(C(=O)CN2CCSCC2)c2ccccc2n1C

# 4 records picked at random from the list so far, as already listed:
IAP activation,IAP activation Fold change,mol
-0.8,1.01,COc1ccc(-c2noc(CCC(=O)N3CCN(c4cccc(OC)c4)CC3)n2)cc1
0.8,0.992,COc1ccc(-c2nc3cc(C)ccn3c2NCC2CCCO2)cc1OC (configuration not stated)
9.8,0.902,COc1ccc(S(=O)(=O)NCCc2ccccc2)cc1
10.2,0.898,Cc1c(C(=O)CN2CCSCC2)c2ccccc2n1C

# A portion of the library (hit frequency here may not be typical).
